NPYLR7 agonist = mosquito NPYLR7 agonism | HEK293T NPYLR7/Galpha15, GCaMP6s calcium fluorescence | activation, % at 10 µM | hit rate 0.15% among 270,000 | AID 1259423; in the data active means activation above about 40%;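 further: 0% = vehicle and 100% = reference agonist at the receptor; some compounds past the cut are filed as inactive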
hcGAS inh = inhibitors of human cGAS | AID 1259398 | recombinant h-cGAS, ATP depletion, Kinase-Glo luminescence | inhibition, % at 12.5 µM | hit rate 0.081% among 290,000;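 further: 0% = vehicle reaction and 100% = reaction without DNA for no activity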
Target sequence (Q8N884 whole entry, looked up): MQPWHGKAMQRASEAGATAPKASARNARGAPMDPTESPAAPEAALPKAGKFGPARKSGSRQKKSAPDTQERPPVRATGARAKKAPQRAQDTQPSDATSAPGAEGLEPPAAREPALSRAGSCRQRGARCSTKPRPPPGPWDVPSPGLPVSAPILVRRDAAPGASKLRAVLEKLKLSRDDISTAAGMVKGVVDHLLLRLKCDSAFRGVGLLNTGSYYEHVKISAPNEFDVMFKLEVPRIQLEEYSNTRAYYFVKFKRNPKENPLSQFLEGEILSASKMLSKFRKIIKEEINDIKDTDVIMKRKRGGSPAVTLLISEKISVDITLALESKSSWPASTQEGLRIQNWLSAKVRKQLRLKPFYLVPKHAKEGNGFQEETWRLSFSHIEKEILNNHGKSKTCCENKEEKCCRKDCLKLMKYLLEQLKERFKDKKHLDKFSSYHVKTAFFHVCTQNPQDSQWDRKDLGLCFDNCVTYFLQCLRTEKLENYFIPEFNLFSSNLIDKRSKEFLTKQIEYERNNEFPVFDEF
mcGAS inh = inhibitors of mouse cGAS; recombinant cGAS, Kinase-Glo ATP depletion luminescence; inhibition, % at 12.5 µM; hit rate 0.15% among 160,000;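 further: 0% = negative control wells and 100% = reference inhibitor with no enzyme activity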
Active calls of the source: *; & = joins results of further samples. Unless noted, no stated cut-off is given here; in the data, active means inhibition above about 40%; inactive means the rest. Compounds were not picked by outcome; about 0.29% have a hit in one of these screens.

For O=C(CCC(=O)N1CCC(n2nccc2NC(=O)C2CCOC2)CC1)c1ccccc1 (configuration not stated) the results were NPYLR7 agonist -5, hcGAS inh 2 and mcGAS inh -1.
`CCn1nnc2c(SCc3ccc(C)cc3)ncnc21` gave NPYLR7 agonist 1 and hcGAS inh -4.
`CCOc1ccc(-c2nnc3ccc(SCC(=O)Nc4nc(C)cs4)nn23)cc1` gave NPYLR7 agonist 2, hcGAS inh 0 and mcGAS inh -1.
Screening O=C(NCc1cn2ccsc2n1)C1CC2(CCNCC2)CN1 (configuration not stated) returned NPYLR7 agonist 14 and hcGAS inh -8.
For Cc1nn(C)c(C)c1CCN(C)C(=O)C12CCCC=C1N(C1CCCC1)C(=O)CC2 (configuration not stated) the results were hcGAS inh -2 and mcGAS inh -4.
CC(NC(=O)c1ccc(=O)n(C)c1)c1ccccc1-n1cccn1 (configuration not stated) was read as NPYLR7 agonist 9 and hcGAS inh -5.
For C[C@](N)(Cc1ccc(O)cc1)C(=O)O the results were NPYLR7 agonist 2&-8, hcGAS inh -6&-2 and mcGAS inh -6&-2.
For Cc1ccc(/C=N\NC(=O)CSc2nc3ccccc3s2)cc1 the results were NPYLR7 agonist -13, hcGAS inh 2 and mcGAS inh 2.
Screening COCCCN(CC(=O)N(CCc1c[nH]c2ccccc12)Cc1ccc(F)cc1)C(=O)Nc1cccc(Br)c1 returned NPYLR7 agonist 19, hcGAS inh -3 and mcGAS inh -6.
For COc1cc(C)c(S(=O)(=O)NCCn2nc(-c3ccccc3)ccc2=O)cc1C the results were NPYLR7 agonist 3, hcGAS inh -7 and mcGAS inh -10.
`O=C1Cc2cc(S(=O)(=O)N(Cc3ccco3)c3ccccc3)c(Cl)cc2N1` gave NPYLR7 agonist -7 and hcGAS inh -12.
For CN1CCCN(CCCNS(C)(=O)=O)c2cc(F)ccc21 the results were NPYLR7 agonist 7, hcGAS inh -10 and mcGAS inh -16.
Screening CCn1nnc2c(N3CCN(C(=O)C(C)(C)C)CC3)ncnc21 returned NPYLR7 agonist 0 and hcGAS inh -1.
Cc1nc(SCc2ccc(C(=O)NCc3ccco3)cc2)nc(N(C)Cc2ccccc2)c1C was read as NPYLR7 agonist 0, hcGAS inh 0 and mcGAS inh -3.
`CCCn1nc(C(=O)OC(C)C#N)ccc1=O` (configuration not stated) gave NPYLR7 agonist 0 and hcGAS inh 2.
Screening COc1ccc(/C=C2\NC(=S)NC2=O)cc1Oc1ccc([N+](=O)[O-])cc1[N+](=O)[O-] returned NPYLR7 agonist 2, hcGAS inh -6 and mcGAS inh -4.
For O=C(NCc1nc(Cc2ccccc2)no1)c1ccc2c(c1)CCCC2 the results were NPYLR7 agonist 20, hcGAS inh -6 and mcGAS inh -16.
For CCc1c(C(=O)NCCc2ccc(N3CCCCC3)cc2)[nH]c2ccc(Cl)cc12 the results were NPYLR7 agonist -6, hcGAS inh -5 and mcGAS inh -8.
`Cc1ccc(NC(=O)CSc2nc3c(c(=O)n2Cc2ccccc2)SC(C)C3)c(C)c1` (configuration not stated) gave NPYLR7 agonist -2 and hcGAS inh -8.
COc1ccccc1C1c2cccn2CCCN1Cc1cccc([N+](=O)[O-])c1 (configuration not stated) was read as NPYLR7 agonist -2, hcGAS inh 2 and mcGAS inh -2.

Looked up by compound from above (2):
For O=C(NCc1nc(Cc2ccccc2)no1)c1ccc2c(c1)CCCC2 the results were NPYLR7 agonist 20, hcGAS inh -6 and mcGAS inh -16.
For Cc1ccc(/C=N\NC(=O)CSc2nc3ccccc3s2)cc1 the results were NPYLR7 agonist -13, hcGAS inh 2 and mcGAS inh 2.

Other compounds follow:
`O=S(=O)(CCc1ccccc1)NCCc1csc2nc(-c3cccc(F)c3)nn12` gave NPYLR7 agonist -7, hcGAS inh 1 and mcGAS inh -4.
COc1ccc(-c2noc(CN3CCC(OCc4ccccn4)CC3)n2)c(OC)c1OC was read as NPYLR7 agonist 2 and hcGAS inh -8.
Screening CCc1nc2ccc(C(=O)NCCCn3ccnc3)cn2c1N(C)C(=O)C1CCCCC1 returned NPYLR7 agonist -3, hcGAS inh -5 and mcGAS inh -1.
Screening COc1cc(C(=O)N(CC(=O)NCC(=O)Nc2ccc(C)cc2)Cc2ccc(F)cc2)cc(OC)c1OC returned NPYLR7 agonist -8, hcGAS inh 5 and mcGAS inh 2.
`COc1c(F)ccc(C(=O)N2CCc3c(nc(C)nc3N3CCCC3)C2)c1F` gave NPYLR7 agonist -6 and hcGAS inh 8.
`CC(=O)c1ccc(NC(=O)c2cccc(S(=O)(=O)N3CCCCC3)c2)cc1` gave NPYLR7 agonist 1, hcGAS inh -3 and mcGAS inh -5.
For CC(C)C(NC(=O)c1ccccc1F)C(=O)N1CC=C(c2c[nH]c3ccccc23)CC1 (configuration not stated) the results were NPYLR7 agonist -9, hcGAS inh -3 and mcGAS inh -5.
`Cn1c(=O)c2c(C(=O)O)cc(-c3ccc(F)cc3)nc2n(C)c1=O` gave NPYLR7 agonist 7, hcGAS inh -8 and mcGAS inh -7.
`COCC(=O)N1CCCN(Cc2nn(C)c3cccc(Cl)c23)CC1` gave NPYLR7 agonist 20, hcGAS inh -6 and mcGAS inh -12.
For COc1ccc(Cc2nnc(SCc3ccccc3Cl)n(N)c2=O)cc1 the results were NPYLR7 agonist 5 and hcGAS inh -1.
`O=C(c1ccc(F)c(F)c1)C1CCN(C(=O)c2cn[nH]n2)CC1` gave NPYLR7 agonist 3, hcGAS inh -10 and mcGAS inh -10.
CCOC(=O)CCC(=O)NCC1Cc2cc(C(C)(C)C)ccc2O1 (configuration not stated) was read as NPYLR7 agonist 22, hcGAS inh -3 and mcGAS inh -5.
`CC(Cc1ccc2c(c1)OCO2)CN1CCC(NS(C)(=O)=O)CC1` (configuration not stated) gave hcGAS inh -13 and mcGAS inh -12.
For CCCCN(C)C(=O)Nc1ccc(C#N)cc1 the results were NPYLR7 agonist 16 and hcGAS inh 0.
Screening Cn1c(=O)c2c(nc(CN3CCCCC3)n2Cc2ccc(Cl)cc2)n(C)c1=O returned NPYLR7 agonist 10, hcGAS inh -6 and mcGAS inh -8.
`CCn1nc(C(=O)N2CCN(Cc3ccncc3)CC2)c2c1CCN(C(=O)c1sc(C)nc1C)C2` gave NPYLR7 agonist 15, hcGAS inh -2 and mcGAS inh -16.
CCOC(=O)N1CCC(NC(=O)C2CCC(=O)N(C3CCCCCC3)C2)CC1 (configuration not stated) was read as NPYLR7 agonist -2 and hcGAS inh -8.
COc1cc(C=Cc2ccc3ccccc3n2)cc(Cl)c1OC was read as NPYLR7 agonist -4 and hcGAS inh -13.
`C=C1C[C@]23C[C@@]1(O)CC[C@H]2[C@@]12C=C[C@H](O)[C@](C)(C(=O)O1)[C@H]2[C@@H]3C(=O)O` gave NPYLR7 agonist -5 and hcGAS inh -3.
`CC(C)CCCC(C)[C@H]1CCC2C3CC[C@H]4CC(=O)CC[C@]4(C)C3CC[C@@]21C` (some centres not stated) gave NPYLR7 agonist -8 and hcGAS inh -4.
`O=C(NCCc1nncn1C1CC1)c1cnn(Cc2ccccc2)c1` gave NPYLR7 agonist 3, hcGAS inh -6 and mcGAS inh -16.
`Cc1nn(C(C)C(=O)NC2CCCC(C)C2C)c(=O)c2cc3occc3n12` (configuration not stated) gave NPYLR7 agonist 0, hcGAS inh -2 and mcGAS inh -3.
Cc1ccc(NC(=O)N2CCCC(OCc3cccc(C(F)(F)F)c3)C2)cc1 (configuration not stated) was read as NPYLR7 agonist -3, hcGAS inh -3 and mcGAS inh -5.
`C/C(=C\c1ccccc1)C1CC(=O)Nc2cc(O)c(C)cc21` (configuration not stated) gave NPYLR7 agonist 0, hcGAS inh -4 and mcGAS inh -9.
COc1ccc(C(=O)NC(C(=O)N2CCCCC2)C2CCN(C(=O)Nc3ccc(C)cc3)CC2)cc1 (configuration not stated) was read as NPYLR7 agonist 7, hcGAS inh -5 and mcGAS inh -6.
For Cc1nc2ccccc2c(C)c1CC(=O)NC1CCCCC1 the results were NPYLR7 agonist 1, hcGAS inh -4 and mcGAS inh -6.
CC(NC(=O)CCn1ccc2ccccc21)c1ccc(S(C)(=O)=O)cc1 (configuration not stated) was read as NPYLR7 agonist 7 and hcGAS inh -6.
`Cc1[nH]n(-c2ccc(F)cc2)c(=O)c1CCC(=O)Nc1cccc(C(C)C)c1` gave NPYLR7 agonist 8 and hcGAS inh -3.
Screening Cn1cc(CN(Cc2ccc(CO)o2)C2CC2)cn1 returned NPYLR7 agonist -5, hcGAS inh -5 and mcGAS inh -13.
COc1ccc(C(=O)Nc2cccc(NC(=O)c3ccc(Cl)cc3)c2)cc1[N+](=O)[O-] was read as NPYLR7 agonist -8, hcGAS inh -3 and mcGAS inh -3.
CCOc1ccccc1OCCOc1ccccc1 was read as NPYLR7 agonist -1 and hcGAS inh -11.
For O=C(NC1CCN(c2ccccc2C(=O)NCc2cccc(C(F)(F)F)c2)CC1)c1ccco1 the results were NPYLR7 agonist 25, hcGAS inh -1 and mcGAS inh -10.
`Cc1nnnn1-c1cc(NC(=O)NCCc2ccccn2)ccc1F` gave NPYLR7 agonist 3 and hcGAS inh -9.
Screening CC1CCc2c(sc3c2c2nnnn2c2nnnn32)C1 (configuration not stated) returned NPYLR7 agonist -2 and hcGAS inh 1.
`CN[C@@H]1[C@@H](O[C@H]2O[C@H](CO)[C@@H](N)[C@H](O)[C@H]2O)O[C@H]2C[C@@H](N)[C@H](O[C@H]3[C@H](O)[C@@H](O)[C@H](N)C[C@@H]3N)O[C@@H]2[C@@H]1O` gave NPYLR7 agonist 1 and hcGAS inh -2.
Screening O=C1OC(c2cccc([N+](=O)[O-])c2)=N/C1=C\C=C\c1ccccc1 returned NPYLR7 agonist 3, hcGAS inh -8 and mcGAS inh -4.
`CNc1snc(C)c1C(=O)OCC(=O)NCCCc1ccccc1` gave NPYLR7 agonist -2 and hcGAS inh -4.
Clc1ccc(C2=NN3C(C2)c2ccccc2OC32CCCCC2)cc1 (configuration not stated) was read as NPYLR7 agonist 5, hcGAS inh 2 and mcGAS inh 5.
`O=C(NCc1ccc(-c2ncc(-c3ccc(F)cc3)[nH]2)cc1)c1ccc(C(F)(F)F)c(F)c1` gave NPYLR7 agonist 23, hcGAS inh -5 and mcGAS inh -7.
COc1ccc(Br)c(C(=O)Nc2cc(C(=O)Nc3ccc(Cl)cc3)ccc2N2CC3CC(C2)c2cccc(=O)n2C3)c1 (configuration not stated) was read as NPYLR7 agonist -7 and hcGAS inh -8.
Screening Cc1cc(C)n(C(C)CNS(=O)(=O)c2ccccc2)n1 (configuration not stated) returned NPYLR7 agonist 5 and hcGAS inh -9.
Screening COc1ccc(NS(=O)(=O)c2cc(Br)ccc2Br)cc1 returned NPYLR7 agonist -7 and hcGAS inh -8.
Screening CCN(Cc1ccncc1)C1CCCN(C(=O)c2cccc(-c3ccc(C)o3)c2)C1 (configuration not stated) returned hcGAS inh -8 and mcGAS inh -12.
Cc1cccc(-n2nc3c4nonc4ccc3[n+]2[O-])c1C was read as NPYLR7 agonist 15, hcGAS inh -6 and mcGAS inh -9.
For CCn1c(SCC(=O)Nc2cc(OC)ccc2OC)nc2c(-c3ccccc3)c[nH]c2c1=O the results were NPYLR7 agonist 1, hcGAS inh -5 and mcGAS inh -8.
`Cc1ccc(-n2c(SCc3ccc(F)cc3)nnc2C(C)NC(=O)c2ccccc2Br)cc1` (configuration not stated) gave NPYLR7 agonist 17, hcGAS inh -1 and mcGAS inh -4.
Cc1cc(C)c2c(=O)[nH]c(SCC(=O)c3cccs3)nc2n1 was read as NPYLR7 agonist -10, hcGAS inh -5 and mcGAS inh -5.
Screening O=C1OC(CNS(=O)(=O)c2cccs2)CN1c1ccc2c(c1)OCO2 (configuration not stated) returned NPYLR7 agonist 4 and hcGAS inh -6.
`Cc1ccc(Cc2nc(N3CCCN(S(=O)(=O)/C=C/c4ccccc4)CC3)c3c(C)nn(-c4ccccc4)c3n2)cc1` gave NPYLR7 agonist 10, hcGAS inh -4 and mcGAS inh -4.
For CCN(CC)S(=O)(=O)c1ccc(OC)c(N2CCN(S(=O)(=O)c3cccc(C(F)(F)F)c3)CC2)c1 the results were NPYLR7 agonist 4, hcGAS inh -2 and mcGAS inh -5.
O=C1CC(c2ccccc2)CC2=Nc3ccccc3NC(c3c(Cl)cccc3Cl)C12 (configuration not stated) was read as NPYLR7 agonist -9, hcGAS inh -9 and mcGAS inh -6.
Screening CCOC(=O)C1(Cc2ccccc2)CCCNC1 (configuration not stated) returned NPYLR7 agonist 6 and hcGAS inh -5.
`CCCS(=O)(=O)Nc1ccc(N(C)C)c(CN(Cc2ccco2)C(=O)C(C)(C)C)c1` gave NPYLR7 agonist -4, hcGAS inh 0 and mcGAS inh 0.
`COc1ccc(Nc2oc(-c3ccc(S(=O)(=O)N(C)C)cc3)nc2C#N)cc1` gave NPYLR7 agonist 1, hcGAS inh -3 and mcGAS inh -7.

Six entries already listed, ordered by length of the SMILES, falling:
For CCn1c(SCC(=O)Nc2cc(OC)ccc2OC)nc2c(-c3ccccc3)c[nH]c2c1=O the results were NPYLR7 agonist 1, hcGAS inh -5 and mcGAS inh -8.
Screening CCN(Cc1ccncc1)C1CCCN(C(=O)c2cccc(-c3ccc(C)o3)c2)C1 (configuration not stated) returned hcGAS inh -8 and mcGAS inh -12.
Screening O=C1OC(CNS(=O)(=O)c2cccs2)CN1c1ccc2c(c1)OCO2 (configuration not stated) returned NPYLR7 agonist 4 and hcGAS inh -6.
Cc1cccc(-n2nc3c4nonc4ccc3[n+]2[O-])c1C was read as NPYLR7 agonist 15, hcGAS inh -6 and mcGAS inh -9.
Screening COc1ccc(NS(=O)(=O)c2cc(Br)ccc2Br)cc1 returned NPYLR7 agonist -7 and hcGAS inh -8.
Screening CCOC(=O)C1(Cc2ccccc2)CCCNC1 (configuration not stated) returned NPYLR7 agonist 6 and hcGAS inh -5.
